Source: PubChem BioAssay (National Center for Advancing Translational Sciences (NCATS))
ATXN2 expr inh = ATXN2 expression inhibition; Potency, µM (doses to about 57 µM), without a hit: top-dose activity change, negative = inhibition, most hits filed as inhibitors; HEK-293 ATXN2-luciferase reporter, luminescence, 24 h; 360,000 compounds, 0.72% hits; AID 1745845; further: potency means the concentration at half of the fitted maximal effect; on the % scale 0 is the no-effect control and ±100 the full control effect; nearly all actives have a fitted effect of over 55% in size
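qHTS (up to 57 uM final) was run with 24 h compound exposure of reporter cells at 37 °C. Each well was multiplexed: SteadyGlo luminescence measured ATXN2-luciferase expression after a fluorogenic Gly-Phe-AFC viability readout (25 uM final).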
Nrf2 block = Nrf2 pathway inhibition; 360,000 compounds, 2.1% hits; Potency, µM (top dose mostly 46 µM), for inactives: top-dose activity change, negative = inhibition, usual class: inhibitors; A549 ARE-Fluc reporter, luciferase luminescence, 18-24 h; further: potency means the concentration at half of the fitted maximal effect; on the % scale 0 is the no-effect control and ±100 the full control effect; nearly all actives have a fitted effect of over 60% in size
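A549 ARE_Fluc cells (5000/well, 5% FBS OPTI-MEM) pre-incubated 2 h, then treated with compounds 18-24 h at 37C/5% CO2 in concentration-response. CellTiter-Fluor viability read first; BugLite luciferase luminescence after 15 min at room temperature gives Nrf2 activity.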
TGFb SMAD3 inh = blocks TGF-b signaling. AID 588855. Potency, µM (series often up to 46.1 µM), without a hit: at the highest dose activity, negative = inhibition, hits mostly inhibitors. HepG2 CAGA-GFP TGF-b/SMAD3 reporter, GFP fluorescence, 18 h; TGF-beta stimulated, 500 pg/mL final. 410,000 compounds, 1.2% hits; further: potency means the concentration at half of the fitted maximal effect; on the % scale 0 is the no-effect control and ±100 the full control effect; nearly all actives have a fitted effect of over 65% in size
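Smad-responsive CAGA-GFP expression was quantified in HEPG2 cells exposed to compounds and 500 pg/mL final TGF-beta for 18 h at 37 degrees C; unstimulated wells defined full inhibition.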
HepG2 viability = counter-screen for TGF-b inhibitors: cytotoxicity in HepG2 cells. HepG2 CAGA-GFP viability, ATP luminescence, 18 h. Potency, µM (titrated, usually from 46.1 µM), for the others: at the highest dose activity change, negative = cytotoxicity, hits mostly cytotoxic. AID 588856. 410,000 compounds, 0.76% hits; further: potency means the concentration at half of the fitted maximal effect; some results filed as inactive show a strong effect at the top dose
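HepG2 CAGA-GFP cells (1000/well, DMEM with 1% FBS) received compound, then TGF-beta at 500 pg/mL final, and were incubated 18 hours at 37 degrees C. Viability was read by CellTiter-Glo luminescence. Media-only wells were set as complete cell-killing and DMSO as no toxicity.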
S2 tox = viability counter-screen for ATXN expression inhibitors; Potency, µM (highest dose often 56.7 µM), actives largely listed as cytotoxic; 400,000 compounds, 0.49% hits; S2 cells (HEK-293 line with an ATXN2-luciferase reporter) viability, CellTiter-Fluor protease fluorescence, 24 h; further: potency means the concentration at half of the fitted maximal effect; nearly all actives have a fitted effect of over 40% in size
A549 viability = kills or reduces viability of A549 cells in Nrf2 counter-screen; A549 ARE-Fluc cells, CellTiter-Fluor viability, 18-24 h; Potency, µM (doses to about 46 µM), without a hit: at the highest dose activity change, negative = cytotoxicity, most hits filed as inhibitors; 390,000 compounds, 0.16% hits; further: potency means the concentration at half of the fitted maximal effect; on the % scale 0 is the no-effect control and ±100 the full control effect
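A549 ARE_Fluc cells in 5% FBS OPTI-MEM were exposed to compounds in concentration-response for 18-24 h at 37 deg C. Viability was read by CellTiter-Fluor fluorescence (Ex 405/Em 525) after 30 min, before the luciferase read.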
EPAC2 ag = EPAC2 (human) agonism; Q8WZA2; AID 720711; Potency, µM (doses to about 154 µM), for inactives: at the top dose activation, hits mostly activators; 360,000 compounds, 0.079% hits; EPAC2 activation, biochemical qHTS; response scale: 100% = 6.5 mM cAMP response; further: potency means the concentration at half of the fitted maximal effect; nearly all actives have a fitted effect of over 50% in size
Target sequence (Q8WZA2 whole entry, looked up): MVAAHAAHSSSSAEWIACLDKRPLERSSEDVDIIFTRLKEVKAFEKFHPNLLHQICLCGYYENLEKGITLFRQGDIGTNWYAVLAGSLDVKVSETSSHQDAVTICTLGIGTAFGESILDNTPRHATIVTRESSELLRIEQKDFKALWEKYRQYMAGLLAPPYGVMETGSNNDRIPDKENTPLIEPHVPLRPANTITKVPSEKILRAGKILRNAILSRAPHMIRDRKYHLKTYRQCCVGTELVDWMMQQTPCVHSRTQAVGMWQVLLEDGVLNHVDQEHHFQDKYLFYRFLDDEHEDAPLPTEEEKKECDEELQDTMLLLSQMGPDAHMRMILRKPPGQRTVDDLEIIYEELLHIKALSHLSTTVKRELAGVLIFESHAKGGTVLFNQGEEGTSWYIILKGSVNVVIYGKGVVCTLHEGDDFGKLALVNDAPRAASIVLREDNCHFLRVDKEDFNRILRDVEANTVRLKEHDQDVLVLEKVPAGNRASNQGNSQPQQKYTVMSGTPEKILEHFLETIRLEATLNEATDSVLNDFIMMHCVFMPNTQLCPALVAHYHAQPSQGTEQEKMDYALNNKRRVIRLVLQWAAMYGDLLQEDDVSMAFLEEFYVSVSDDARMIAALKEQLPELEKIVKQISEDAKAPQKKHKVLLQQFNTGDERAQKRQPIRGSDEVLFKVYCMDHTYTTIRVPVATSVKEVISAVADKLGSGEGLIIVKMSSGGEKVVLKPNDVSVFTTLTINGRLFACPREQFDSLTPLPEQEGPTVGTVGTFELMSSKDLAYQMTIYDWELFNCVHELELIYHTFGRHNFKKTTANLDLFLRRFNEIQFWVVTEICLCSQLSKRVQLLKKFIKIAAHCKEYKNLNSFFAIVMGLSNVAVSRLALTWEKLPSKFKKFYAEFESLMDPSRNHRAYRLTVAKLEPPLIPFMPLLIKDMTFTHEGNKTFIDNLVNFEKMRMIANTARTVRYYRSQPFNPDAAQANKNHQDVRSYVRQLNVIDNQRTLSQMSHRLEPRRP
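In this primary screen, activation is scored as increased exchange of BODIPY-GDP from Rap1B by 100 nM EPAC2, with 50 uM GDP as competitor. Signal is normalized to the 6.5 mM cAMP agonist control.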
IL2 activator = activates IL-2 in a cell-based reporter assay; IL-2 activation reporter assay, cell-based qHTS; stimulated with anti-CD3/CD4/CD28 beads; in transgenic mouse T cells; 360,000 compounds, 0.065% hits; AID 652025; activation, % (series mostly up to about 46 µM); in the data active means activation above about 50%; inconclusive means mostly about 30% to 49%; further: 0% is about no effect
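Unstimulated transgenic mouse T cells, 750 per well, received compound and, after 60 minutes, anti-CD3/anti-CD4 bead plus anti-CD28 stimulation. EGFP and DsRed were quantified after 18 hours.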
Nrf2 activator = Nrf2 pathway activation. AREc32 ARE-luciferase reporter (MCF7-derived line), luminescence, 24 h. Potency, µM (highest dose often 46.1 µM), for inactives: at the highest dose activation, usual class: activators. 410,000 compounds, 0.31% hits; further: potency means the concentration at half of the fitted maximal effect; % of control where 0% means no effect; nearly all actives have a fitted effect of over 65% in size
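Steps: seed AREc32_Fluc cells (1000/well, 5% FBS OPTI-MEM); incubate overnight at 37 deg C; add 23 nL compound; incubate 24 hr; add Steady-Glo; hold 30 min RT; read luminescence.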
* = called active by the depositor; i = inactive; ? = inconclusive; . = not tested or not shown; [ ] = remark or other dose. Unless noted, the call rests on the fitted dose curve; in most records, active means well fitted curve in the direction sought with a large enough effect; inconclusive means small, poorly fitted or top-dose-only effect, or another doubt; inactive means no such curve, though single readings can be large; an effect the other way counts as inactive or inconclusive.

SMILES	ATXN2 expr inh	Nrf2 block	TGFb SMAD3 inh	HepG2 viability	S2 tox	A549 viability	EPAC2 ag	IL2 activator	Nrf2 activator
C/C(=N/NS(=O)(=O)c1cccc([N+](=O)[O-])c1)c1ccc2c(c1)OCO2	-7%	1%	2%	-21%	i	11%	12%	-1.2	0.8%
CC(=O)C1C(=O)C=C(c2cccs2)CC1c1ccccc1 (stereo not given)	0%	-4%	16%	4%	i	5%	14%	3.0	0.7%
CC(C)(C)NC(=O)C(c1ccncc1)N(C(=O)CNC(=O)c1ccco1)c1ccc(F)cc1 (stereo not given)	4%	8%	6%	7%	i	1%	-12%	-2.0	-0.2%
Cc1cccc(NC(=O)C(CCC(N)=O)NC(=O)OCc2ccccc2)c1 (stereo not given)	-11%	4%	28%	9%	i	-5%	11%	-0.5	-0.6%
COc1cc(CNCc2ccccc2)c(Br)cc1OC1CCCC1	-8%[11.3 µM]	1%	0%	0%	i	5%	16%	-1.3	5.1%
COc1ccc(OC)c(S(=O)(=O)NCCC(C)C)c1	-10%[11.3 µM]	13%	3%	20%	i	-3%	-11%	-1.2	-0.3%
CN1CCN(CC(=O)Nc2nc3c(s2)CCCC3)CC1	-20%	8%	0%	-51%	i	3%	3%	-0.2	3.5%
COc1ccc(-c2nnc3sc(COc4ccccc4)nn23)cc1	17%	2%	0%	-38%	i	-4%	-5%	-0.1	0.6%
Cc1ccc(NC(=O)[C@@H]2CCCN2S(=O)(=O)c2ccccc2F)cc1S(=O)(=O)N1CCOCC1	15%	-5%	-25%	-3%	i	11%	11%	-0.6	1.3%
CCC(=O)Nc1ccc(C(=O)NNC(=O)COc2cc(C)ccc2C)cc1	6%	-1%	?	-14%	i	0%	0%	0.2	0.1%

A second format for part of the listing above.
Compound,ATXN2 expr inh,Nrf2 block,TGFb SMAD3 inh,HepG2 viability,S2 tox,A549 viability,EPAC2 ag,IL2 activator,Nrf2 activator
C/C(=N/NS(=O)(=O)c1cccc([N+](=O)[O-])c1)c1ccc2c(c1)OCO2,-7%,1%,2%,-21%,i,11%,12%,-1.2,0.8%
CN1CCN(CC(=O)Nc2nc3c(s2)CCCC3)CC1,-20%,8%,0%,-51%,i,3%,3%,-0.2,3.5%
CC(=O)C1C(=O)C=C(c2cccs2)CC1c1ccccc1 (stereo not given),0%,-4%,16%,4%,i,5%,14%,3.0,0.7%
CC(C)(C)NC(=O)C(c1ccncc1)N(C(=O)CNC(=O)c1ccco1)c1ccc(F)cc1 (stereo not given),4%,8%,6%,7%,i,1%,-12%,-2.0,-0.2%

Other records follow:
SMILES	ATXN2 expr inh	Nrf2 block	TGFb SMAD3 inh	HepG2 viability	S2 tox	A549 viability	EPAC2 ag	IL2 activator	Nrf2 activator
Cc1cc(Br)ccc1SCC(=O)OCC(=O)NC(C)c1ccccc1 (stereo not given)	-3%	-1%	1%	-25%	i	10%	23%	-0.4	-0.8%
COC(=O)C(C)NC(=S)N1CCN(c2c(F)cc3c(=O)c(C(=O)O)cn(C4CC4)c3c2OC)CC1C (stereo not given)	.	0%	-9%	30%	.	-1%	1%	-0.4	-0.2%
Cc1c(C(=O)OCC2CCCCC2)[nH]c2c1C(=O)CC(c1ccc(F)cc1)C2 (stereo not given)	4%	-8%	-3%	0%	i	13%	.	.	-0.5%
CSc1nc(NC(C)(C)C)nc(Oc2ccc(=O)n(C)n2)n1	24%	-1%	6%	-18%	i	-1%	-2%	-1.1	5.1%
Cc1ccc(C)c(S(=O)(=O)N2CCN(c3nc(-c4cccnc4)nc4ccccc34)CC2)c1	?	-1%	-22%	-30%	i	-19%	-2%	-0.6	0.3%
CSc1snnc1-c1ccccc1	1%	-7%	-2%	7%	i	4%	10%	0.7	-0.5%
CN1CC[C@@]2([C@@]34CCN(C)C3Nc3ccccc34)c3ccccc3NC12 (stereo not given in full)	-6%	8%	-3%	-19%	i	-6%	9%	0.0	-0.9%
COc1ccc(C(CC(=O)Nc2cc([N+](=O)[O-])ccc2OC)c2ccccc2)cc1 (stereo not given)	6%	-4%	-25%	-6%	i	-2%	4%	0.5	16%
CN=Cc1sc2ccccc2c1O	0%	-11%	-5%	-3%	?	-30%	-2%	-1.4	4.6%
CCOC(=O)c1ccc2nc(C(F)(F)F)[nH]c(=O)c2c1	-1%	-28%	0%	14%	i	-9%	-3%	4.9	-0.2%
COC(=O)[C@]1(C)CCC[C@@]2(C)C3CC[C@]4(OC(C)=O)C[C@@]3(CCC21)CC4=NO (stereo not given in full)	?	-6%	-26%	-37%	i	7%	12%	0.3	0.0%
CCN(CC)CCN(C(=O)CN1C(=O)CCC1=O)c1nc2cc3c(cc2s1)OCO3	.	16%	-2%	-1%	i	?	3%	-0.1	0.1%
O=C1CC(c2ccccc2)CC2=C1CN(C1CCCCC1)CN2 (stereo not given)	0%	-10%	-1%	-17%	i	-9%	7%	0.8	-0.5%
CCn1nnnc1SCC(=O)Nc1ccc(N(C)C)cc1	22%	?	11%	-3%	i	4%	-7%	-0.3	5.1%
COc1ccc(NC(=O)CCS(=O)(=O)c2cc3c4c(c2)CCN4C(=O)CC3)cc1OC	10%	12%	?	-1%	i	8%	.	.	-0.3%
CC(=O)Oc1cccc(NC(=O)c2ccc3c(c2)C(=O)N(CC(C)C)C3=O)c1	24%	?	-2%	-8%	i	-5%	-6%	-2.7	2.8%
COc1cc(C(=O)NNC(=O)Cc2cccs2)cc(OC)c1OC	.	4%	3%	1%	?	0%	0%	-0.5	0.0%
CCOC(=O)CN1N=C(c2ccc(C)cc2)CCC1=O	-9%	13%	?	-17%	i	5%	18%	-2.0	-1.2%
CCCSc1ncc(Cl)c(C(=O)Nc2c(C(=O)Nc3ccc(OC)cc3)oc3ccccc23)n1	.	-8%	.	4%	.	-2%	.	.	3.8%
COc1cc(C)ccc1OCCOc1cc(C)ccc1Cl	17%	19%	28%	2%	i	0%	-11%	-1.2	3.4%
CC1CCCN(C(=O)c2ccc3nc[nH]c3c2)C1 (stereo not given)	1%	2%	10%	2%	?	3%	1%	-2.5	-0.4%
O=C(COc1coc(CN2CCc3ccccc3C2)cc1=O)N1CCOCC1	-7%	7%	-16%	7%	i	11%	16%	2.1	0.2%
COc1ccc(-c2c(C#Cc3ccsc3)c3cc(-c4ccc5c(c4)OCO5)ccc3n2C)cc1	-1%	-10%	3%	2%	i	-2%	9%	-0.4	-0.2%
Cn1cccc1C(=O)NC(=O)CSc1cccc[n+]1[O-]	-2%	-7%	8%	1%	?	-2%	3%	4.4	0.0%
Cc1cccc(Nc2nc(-c3ccccc3)c3cc(C)ccc3n2)c1	.	-9%	-11%	-26%	.	12%	.	.	0.9%
CCOc1ccc(NC(=O)c2sc(-n3nc(C)c(Cc4ccc(Cl)cc4)c3C)nc2C)cc1	.	?	1%	-3%	.	3%	.	.	-0.9%
O=C(OC(C(=O)NCc1ccco1)c1ccc(Cl)cc1)c1cccs1 (stereo not given)	.	?	-11%	-1%	i	-13%	-1%	1.0	0.3%
COc1ccc(F)cc1-c1cc(C(=O)Nc2ccc(NC(C)=O)cc2)[nH]n1	8%	.	-7%	-6%	i	.	-3%	0.1	0.8%
Cn1c(N2CCCC2)nc2c1c(=O)n(Cc1ccc(Cl)cc1)c(=O)n2C	-10%	?	-8%	-33%	?	5%	2%	-2.5	0.2%
COc1cccc(CC(=O)OCC(=O)NC2CCCCCC2)c1	-12%	0%	-6%	1%	i	1%	-1%	-2.1	0.3%
O=C(O)C1CCCCC1C(=O)NCc1ccc(Cl)c(Cl)c1 (stereo not given)	.	0%	-8%	-55%	?	1%	-5%	1.6	0.2%
COc1ccc(CCNC(=O)c2cnc3sc(N4CCCCCC4)nn3c2=O)cc1OC	.	-22%	-10%	4%	.	0%	.	.	-0.6%
O=C(Nc1nc2ccccc2[nH]1)c1ccc([N+](=O)[O-])cc1	-5%	?	0%	7%	i	-3%	-4%	-0.4	5.3%
COCc1cc(=O)[nH]c(SCC(=O)c2ccccc2)n1	0%	6%	2%	-1%	i	2%	-5%	-4.0	0.1%
O=C(CN1CCN(S(=O)(=O)c2ccccc2)CC1)Nc1ccc(Cl)c(Cl)c1	.	?	-19%	-44%	.	?	4%	-0.4	-0.7%
CC(C)N1CCC(=O)NC1=O	-4%	1%	-3%	-41%	?	0%	10%	0.2	-1.0%
COc1ccccc1OCCNC(=O)CNC(=O)c1ccc(C(C)(C)C)cc1	-17%	?	-9%	0%	i	3%	9%	-0.2	0.0%
NC(=O)Cn1c(=O)n(-c2ccc(F)c(Cl)c2)c(=O)c2sc3ccccc3c21	1%	1%	-25%	-6%	i	-21%	.	.	2.4%
CN1C2=CC=CC=CC2=[N+](C)C12C=CC(=[N+]([O-])[O-])C=C2[N+](=O)[O-] (stereo not given)	-18%	23µM*	0%	3%	.	18µM*	-7%	-0.2	2.5%
CCOc1ccc(S(=O)(=O)N2CCC(C(=O)N3CCN(Cc4ccccc4)CC3)CC2)cc1	-9%	6%	?	-1%	i	-5%	3%	-1.1	2.4%
COCC1CCN(C(=O)C2CCC(=O)N(C3CCCCCC3)C2)CC1 (stereo not given)	3%	0%	4%	-1%	i	-2%	3%	0.1	-0.4%
CCOC(=O)c1cnc2c(cnn2C)c1Oc1ccc(OC)cc1	-4%	-14%	5%	-1%	i	-8%	2%	0.7	1.7%
COc1ccccc1NC(=S)NCc1ccc2c(c1)cc(C)n2C	3%	16%	?	-30%	i	1%	8%	-2.7	0.2%
CCOC(=O)C1CCCN(S(=O)(=O)c2c(C)noc2C)C1 (stereo not given)	-7%	4%	4%	13%	i	0%	2%	-0.2	-0.6%
